# GRK2 inh = blocks RNA aptamer binding to human GRK2. P25098. bead flow cytometry, FAM-aptamer displacement from GRK2. 330,000 compounds, 0.59% hits. inhibition of aptamer binding, % at 10 µM. AID 488847;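 active = inhibition of aptamer binding above 40%, roughly 3 SD of noise, on plates passing a quality check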;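 note: median bead fluorescence of bound FAM aptamer so fluorescent compounds give negative values; no value below 0 was filed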
# RPL19A TOR yeast = alters RPL19A-GFP fluorescence in TOR pathway yeast screen; S. cerevisiae RPL19A-GFP strain, flow cytometry, 3 h; stronger effect = lower value; percent response vs DMSO, % at 10 µM; 330,000 compounds, 0.3% hits;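 active = percent response vs DMSO below 50%; inconclusive = fewer than 70 events counted for the yeast strain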;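 note: median channel GFP fluorescence of the barcoded RPL19A-GFP strain; ratio of sample median GFP to plate DMSO average so 100% = DMSO; lower means less RPL19A-GFP as with rapamycin TOR inhibition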
# MEP2 TOR yeast = alters MEP2-GFP fluorescence in TOR pathway yeast screen. S. cerevisiae MEP2-GFP strain, flow cytometry GFP, 3 h; 100% = DMSO control level. GFP response vs DMSO, % at 10 µM. 330,000 compounds, 0.51% hits;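 active = GFP response versus DMSO above a set limit, roughly screen mean plus 3 SD, cut at about 180% in these data; inconclusive = fewer than 70 cells counted for a yeast strain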;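 note: median GFP fluorescence of the barcode-gated MEP2-GFP cells per well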
# LAP4-GFP MLPCN = alters LAP4-GFP fluorescence in TOR pathway yeast screen. 320,000 compounds, 0.34% hits. S. cerevisiae LAP4-GFP multiplex, flow cytometry GFP, 3 h; median GFP as percent of DMSO wells. GFP response vs DMSO, % at 10 µM;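 active = GFP response vs DMSO above a set limit, about the screen mean plus 3 SD, cut at about 150% in these data; inconclusive = under 70 cell events counted for the yeast strain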
# VLA-4 inh = inhibition in a human VLA-4 binding assay. 330,000 compounds, 0.2% hits. P13612. VLA-4 expressing cells, ligand binding flow cytometry. inhibition, % (about 7 µM as worked out from the volumes in the protocol); in the data active = inhibition above about 50%
# JMJD2C inh = inhibitors of human GASC-1 (JMJD2C) demethylase. Q9H3R0. GST-JMJD2C(1-420) H3K9me3 demethylation, DELFIA europium. inhibition, % at 2.35 µM. 330,000 compounds, 0.069% hits. AID 2099;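 active = more than half of a compound's replicate wells show inhibition beyond 50%, single wells judged on their own value; inconclusive = some, but no more than half, of replicates pass 50% inhibition; inactive = no replicate passes 50% inhibition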;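 note: signal counts dimethyl H3K9 product captured on neutravidin plate; 0% = median of DMSO wells and 100% = 0.3 times that DMSO median; strong numbers were not always called active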
# Target sequence (Q9H3R0 1-420 limits assumed): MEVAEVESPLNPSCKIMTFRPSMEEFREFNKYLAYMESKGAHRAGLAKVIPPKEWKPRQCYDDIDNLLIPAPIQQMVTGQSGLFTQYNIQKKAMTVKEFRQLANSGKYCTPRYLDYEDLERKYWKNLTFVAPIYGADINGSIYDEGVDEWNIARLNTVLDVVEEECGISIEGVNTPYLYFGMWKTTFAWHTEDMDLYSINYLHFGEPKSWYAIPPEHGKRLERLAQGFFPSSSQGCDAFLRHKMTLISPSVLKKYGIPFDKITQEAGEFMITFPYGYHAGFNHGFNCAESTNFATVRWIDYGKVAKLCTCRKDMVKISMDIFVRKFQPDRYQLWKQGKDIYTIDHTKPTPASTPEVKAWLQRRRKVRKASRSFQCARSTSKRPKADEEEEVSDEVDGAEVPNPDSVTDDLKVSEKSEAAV
# AGP1-GFP MLPCN = alters AGP1-GFP fluorescence in TOR pathway yeast screen; S. cerevisiae AGP1-GFP multiplex flow cytometry, 3 h; GFP as percent of DMSO wells; GFP response vs DMSO, % at 10 µM; 320,000 compounds, 0.02% hits; AID 2066;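 active = GFP response relative to DMSO above a set limit, near screen average plus 3 SD, cut at about 150% in these data; inconclusive = fewer than 70 cells counted for the yeast strain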;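 note: median GFP channel fluorescence of the gated AGP1 strain per well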
# CIT2-GFP yeast = yeast TOR pathway CIT2-GFP modulation | S. cerevisiae CIT2-GFP strain, flow cytometry, 3 h; 100 means same as DMSO wells | GFP response vs DMSO, % at 10 µM | 320,000 compounds, 0.065% hits | AID 2029;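 active = GFP response relative to DMSO above a set limit, near the screen mean plus 3 SD, cut at about 150% in these data; inconclusive = Fewer than 70 cells measured for a yeast strain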;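 note: ratio of well median GFP fluorescence to mean of DMSO wells on the plate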
# Active calls of the source: *; ? = inconclusive; . = not tested or not shown.
SMILES,GRK2 inh,RPL19A TOR yeast,MEP2 TOR yeast,LAP4-GFP MLPCN,VLA-4 inh,JMJD2C inh,AGP1-GFP MLPCN,CIT2-GFP yeast
Cc1ccc(NC(=O)CSc2nnc(C)n2-c2ccccc2)cc1,1,98,90,92,2,16,103,104
Cc1nn(-c2ccccc2)c(N)c1C(c1ccccc1)c1c(C)nn(-c2ccccc2)c1N,1,104,103,102,7,11,98,99
CCCNC(=O)C(Cc1ccccc1)NC(=O)c1ccc(-c2ccccc2)cc1 (centres undefined),0,90,89,114,-17,0,100,101
COc1ccc(NC(=O)c2c[nH]c(=O)n(-c3ccc(C)c(C)c3)c2=O)cc1OC,0,98,95,96,33,1,100,93
Cc1ccc(C(=O)Nc2cccc(S(=O)(=O)N(C)c3ccccc3)c2)o1,1,93,94,113,2,3,96,85
COc1ccc2[nH]c(C)c(CCNC(=S)Nc3ccccc3OC)c2c1,1,104,105,91,19,-28,99,103
CCCCC(CC)CNC(=O)c1[nH]c(C)c(C(C)=O)c1C (centres undefined),0,101,105,107,7,-10,100,93
Cc1ccc(S(=O)(=O)n2nc(OC(=O)c3c(-c4ccccc4Cl)noc3C)cc2N)cc1,2,92,92,100,5,0,99,91
COC(=O)/C=C1/C(=O)N/C(=N\c2nc(C)cc(C)n2)N1c1ccc(OC)cc1,0,99,101,102,-15,-4,99,97
O=C(O)CSc1nnc(-c2ccc(Cl)cc2)n1-c1ccccc1,0,97,105,95,4,4,98,99
Cc1ccccc1OCC(=O)N1CCC2(CC1)CC(=O)c1ccccc1O2,0,104,106,107,6,-5,110,103
O=C(N[C@H]1CCC(=O)N(CCSc2ccc(Br)cc2)CC1)OCc1ccccc1,2,94,83,102,6,1,95,91
Cc1ccccc1S(=O)(=O)Cc1ccc(C(=O)NCCCOC(C)C)o1,6,108,106,117,10,5,108,.
COc1ccc(Nc2cc(=O)n(C3CCCCC3)c(=O)[nH]2)c(OC)c1,0,95,97,101,16,-38,100,98
CCOC(=O)c1c(C)n(-c2ccc(C)cc2)c2c(C(C(C)=O)C(=O)O)c(Br)c(O)c(O)c12 (centres undefined),10,100,96,97,-6,3,106,107
O=C(OCCc1cc2ccccc2c(=O)o1)c1ccc2c(c1)OCO2,0,88,94,103,9,14,88,82
C[C@H](CO)N1C[C@H](C)[C@@H](CN(C)C(=O)Nc2ccccc2)Oc2ccc(NC(=O)Nc3ccc4c(c3)OCO4)cc2C1=O,1,96,96,91,-6,2,108,95
COc1ccccc1Nc1nc(Cl)nc(NC(C)(C)C)n1,1,98,100,92,8,?,96,104
COc1ccc(CCNc2cc(C)nc3c(-c4ccc(Cl)cc4)c(C)nn23)cc1OC,1,95,92,86,24,3,88,87
CCOC(=O)c1c(C)c(C(=O)NCCN2CCOCC2)c(C)n1CC,1,99,103,99,4,0,104,112

# 7 compounds picked at random from those above:
SMILES,GRK2 inh,RPL19A TOR yeast,MEP2 TOR yeast,LAP4-GFP MLPCN,VLA-4 inh,JMJD2C inh,AGP1-GFP MLPCN,CIT2-GFP yeast
Cc1ccc(S(=O)(=O)n2nc(OC(=O)c3c(-c4ccccc4Cl)noc3C)cc2N)cc1,2,92,92,100,5,0,99,91
COc1ccc(CCNc2cc(C)nc3c(-c4ccc(Cl)cc4)c(C)nn23)cc1OC,1,95,92,86,24,3,88,87
COC(=O)/C=C1/C(=O)N/C(=N\c2nc(C)cc(C)n2)N1c1ccc(OC)cc1,0,99,101,102,-15,-4,99,97
CCOC(=O)c1c(C)n(-c2ccc(C)cc2)c2c(C(C(C)=O)C(=O)O)c(Br)c(O)c(O)c12 (centres undefined),10,100,96,97,-6,3,106,107
COc1ccccc1Nc1nc(Cl)nc(NC(C)(C)C)n1,1,98,100,92,8,?,96,104
O=C(N[C@H]1CCC(=O)N(CCSc2ccc(Br)cc2)CC1)OCc1ccccc1,2,94,83,102,6,1,95,91
CCOC(=O)c1c(C)c(C(=O)NCCN2CCOCC2)c(C)n1CC,1,99,103,99,4,0,104,112

# Following part:
SMILES,GRK2 inh,RPL19A TOR yeast,MEP2 TOR yeast,LAP4-GFP MLPCN,VLA-4 inh,JMJD2C inh,AGP1-GFP MLPCN,CIT2-GFP yeast
O=C(Cn1nnc(-c2ccccc2)n1)N1CCN(c2ccc(F)cc2)CC1,1,105,101,99,5,3,101,93
Cc1cccc2c1cnn2C(=O)Nc1ccccc1Cl,.,107,109,114,31,-1,110,102
Cc1nn(Cc2noc(C(=O)NCc3ccccn3)n2)c(C)c1Br,25,98,96,99,-2,-1,99,99
Cc1cccc(CNC(=O)C2CCC(=O)N(C3CCCC3)C2)c1 (centres undefined),0,104,106,102,-2,2,111,105
CCc1cc(C(=O)Cc2nc3ccccc3[nH]2)c(O)cc1O,1,98,100,96,6,-11,105,103
CCOC(=O)C1=NOC(C(=O)NN(C)c2ncc(C(F)(F)F)cc2Cl)C1 (centres undefined),0,101,98,103,-3,6,99,88
COc1ccc(C(=O)Nc2nnc(SCC(=O)Nc3ccc(NC(C)=O)cc3)s2)c(OC)c1,1,106,102,92,8,4,107,109
COc1ccccc1C(=O)NC(=O)COc1ccc([N+](=O)[O-])cc1,6,98,102,108,7,-6,101,98
Cc1occc1-c1nnc(SCc2nnc(-c3ccc(Cl)cc3)o2)n1C,2,98,104,101,-2,-33,100,98
C=CCNc1sc(C(=O)c2ccc(Br)s2)c(N)c1C#N,3,95,106,94,-13,-2,92,103
O=C(Nc1cc(C(F)(F)F)ccc1N1CCCC1)c1cccnc1,0,100,104,102,7,4,98,99
COc1ccc(CC(NC(C)=O)C(=O)NC2CCN(C(=O)Nc3ccccc3C)CC2)cc1OC (centres undefined),0,95,102,91,3,28,99,101
COc1ccc(C2C(=O)N(CCc3ccccc3)CC(=O)N2C2CCCC2)cc1 (centres undefined),0,99,104,112,6,-1,107,95
Cc1ccc(-c2nc(-c3ccccc3)no2)c(Cl)c1,3,102,92,101,18,4,105,96
O=C(CNC(=O)c1cccs1)OCc1c(F)cccc1Cl,0,99,102,101,4,9,98,94
Nc1nc(=S)[nH]c2c1C1(CCCC1)Cc1ccccc1-2,2,102,107,108,-23,8,108,99
Cc1ccccc1-c1nc(CS(=O)(=O)CC(=O)NC2CCCC2)c(C)o1,3,97,99,92,6,-16,91,108
Cc1nc2ccccc2nc1OCC(=O)N1CCN(c2ccccc2)CC1,0,97,92,94,-10,16,97,90
CC1(C2CC2)NC(=O)N(CC(=O)Nc2ccc(SC(F)F)cc2)C1=O (centres undefined),0,101,110,92,-9,8,97,103
O=C(Oc1ccccc1)c1cccnc1Oc1ccccc1,1,96,90,102,7,23,97,89
CC(=O)N/C(=C\c1ccccc1)C(=O)OCC(=O)Nc1ccc(C)c(S(=O)(=O)N(C)C)c1,0,96,93,111,10,-3,102,106
C[C@H](NC(=O)c1nc[nH]c1C(=O)N[C@@H](Cc1ccccc1)C(=O)OC(C)(C)C)c1ccccc1,0,101,105,99,27,-2,109,95
Cc1cc(NC(=O)C2CC(=O)N(c3ccccc3)C2)no1 (centres undefined),1,107,113,96,0,-4,104,110
Cc1cc(C(=O)NC(=S)Nc2cccc(NC(=O)C(C)C)c2)ccc1[N+](=O)[O-],4,99,108,103,13,2,99,104
COc1ccccc1-c1c(C)oc2cc(OCC(=O)OCc3ccccc3)ccc2c1=O,3,101,100,93,28,-2,102,96
CC(C)CNC(=S)N(Cc1ccco1)Cc1cc2cc3c(cc2[nH]c1=O)OCCO3,2,91,92,109,0,-2,97,85
COc1cnc(-c2ccccn2)nc1Oc1ccc(F)cc1F,0,99,99,100,3,0,103,107
O=C(CN1CCN(c2ccccc2)CC1)Nc1ccc(Oc2ccccc2)cc1,3,97,99,108,14,-6,92,93
O=C(COc1cccc(-n2cnnn2)c1)NC1CCCCC1,0,99,99,99,0,11,108,103
COc1ccc(S(=O)(=O)NCc2ccc(C)cc2)cc1,0,93,93,93,2,-4,98,92
Cn1c(=O)c2cn(Cc3ccc(Cl)cc3)cc2n(C)c1=O,0,95,97,103,8,-14,91,90
O=C(Nc1ccc2c(c1)CCC2)c1ccc(Cl)nc1,0,102,102,98,-2,8,102,98
Cc1cc(=O)n2nc(-c3ccccc3)sc2c1C#N,1,94,98,105,-12,0,97,99
Cc1ccc(C(=O)NCCc2nnc(SCC(=O)Nc3nc(-c4ccccc4)cs3)n2C)cc1,2,100,97,93,30,1,101,92
O=c1c(Cc2ccccc2)c(O)ccn1Cc1ccco1,0,95,95,102,6,3,93,94
Cc1ccc2nc3c(cc2c1)c(NC(=O)c1cccnc1)nn3C,5,95,91,98,-96,-8,24,81

# Sorted by number of heavy atoms (smallest number first): some entries from above.
SMILES,GRK2 inh,RPL19A TOR yeast,MEP2 TOR yeast,LAP4-GFP MLPCN,VLA-4 inh,JMJD2C inh,AGP1-GFP MLPCN,CIT2-GFP yeast
COc1ccc(S(=O)(=O)NCc2ccc(C)cc2)cc1,0,93,93,93,2,-4,98,92
CC(C)CNC(=S)N(Cc1ccco1)Cc1cc2cc3c(cc2[nH]c1=O)OCCO3,2,91,92,109,0,-2,97,85
Cc1ccc(C(=O)NCCc2nnc(SCC(=O)Nc3nc(-c4ccccc4)cs3)n2C)cc1,2,100,97,93,30,1,101,92

# The order is random (roughly 1.7% active in at least one column).
